EBV gp42 block: Epstein-Barr virus gp42 inhibitors, primary screen, biochemical, uHTS, fluorescence polarization. Glycoprotein 42 (Epstein-Barr virus (strain AG876)), Q1HVG2. Fluorescence polarization binding assay, mP read-out. inhibition, % (tested at 21.74 µM). hit rate 0.42% among 220,000; in the data active = inhibition above about 50%
Target sequence (Q1HVG2 whole entry, looked up): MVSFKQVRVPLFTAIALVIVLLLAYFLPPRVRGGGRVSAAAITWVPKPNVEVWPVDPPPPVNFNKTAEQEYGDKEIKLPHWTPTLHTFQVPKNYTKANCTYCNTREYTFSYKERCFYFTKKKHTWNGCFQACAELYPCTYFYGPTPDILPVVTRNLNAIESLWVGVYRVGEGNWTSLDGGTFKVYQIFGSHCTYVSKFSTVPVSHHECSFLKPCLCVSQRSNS
L929 necroptosis: inhibitors of zVAD-triggered necroptosis, primary screen, L929 cells | viability rescue, % at 10 µM | L929 zVAD necroptosis rescue, ATP luminescence, 24 h; with zVAD 60 µM | AID 1377, 2008 | hit rate 0.38% among 220,000;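 active = activation, scaled between plate controls, above about 75%, limit read from the data; inactive = activation under that limit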;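 note: 0% = zVAD with DMSO and 100% = DMSO alone without zVAD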
Rad51 HR inh: human RAD51 strand exchange inhibitors, primary screen, biochemical, fluorescence | hit rate 0.085% among 200,000 | inhibition, % at 10 µM | DNA repair protein RAD51 homolog 1 (Homo sapiens), Q06609 | AID 1385, 2008 | hRad51 DNA strand exchange, fluorescence dequenching;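 active = inhibition above 40% at the single screening dose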;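 note: 0% = DMSO control wells and 100% = blanks with heterologous ssDNA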
Target sequence (Q06609 whole entry, looked up): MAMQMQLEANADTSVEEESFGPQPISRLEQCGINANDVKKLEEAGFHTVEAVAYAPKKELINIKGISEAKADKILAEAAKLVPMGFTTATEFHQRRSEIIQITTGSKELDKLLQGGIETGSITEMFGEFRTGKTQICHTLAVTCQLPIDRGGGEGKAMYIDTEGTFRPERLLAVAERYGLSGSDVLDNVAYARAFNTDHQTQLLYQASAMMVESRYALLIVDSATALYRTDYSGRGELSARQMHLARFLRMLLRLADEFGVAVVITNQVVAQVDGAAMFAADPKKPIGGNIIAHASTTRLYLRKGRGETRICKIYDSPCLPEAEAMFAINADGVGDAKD
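material = hRad51 filaments on single-stranded DNA | reagent = Donor/quencher-labelled 47-bp dsDNA substrate | compound = 10 µM final, single point | schedule = strand-exchange reaction 15 min at room temperature | measured by = fluorescein emission 520 nm, excitation 485 nm | read-out basis = % inhibition versus plate control and blank means | benchmarks = plate controls and plate blanks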
eIF4E 4G PPI: eIF4E–eIF4G protein interaction inhibitors, primary screen, biochemical, uHTS, TR-FRET, eIF4GI fragment. inhibition, % at 21.7 µM. hit rate 0.37% among 220,000. TR-FRET eIF4E-eIF4GI(517-606) binding, 2 h. Eukaryotic translation initiation factor 4E (Mus musculus) + Eukaryotic translation …;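 active = inhibition above about 30%, limit read from the data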;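 note: 0% = full FRET control wells and 100% = background wells lacking eIF4GI fragment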
PERK inhibitor: block of dimerizer-induced PERK translation repression, primary screen, PERK inhibitor project, CHO PERK-DD cells, SEAP luminescence, HTS; inhibition, % at 5.6 µM; AID 1416, 2008; CHO PERK-DD fusion, SEAP luminescence translation reporter; hit rate 0.17% among 220,000; Eukaryotic translation initiation factor 2-alpha kinase 3 (Homo sapiens), Q9NZJ5;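 active = inhibition above the mean inhibition of all tested compounds plus 3 SD, set separately per screening campaign, cut at about 2.9% in these data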;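 note: PERK kinase domain activated by AP20187 dimerizer at 100 nM; 0% = DMSO with dimerizer and 100% = rapamycin at 8.4 µM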
MDM2 E3 inh: MDM2-luciferase reporter signal enhancers, primary screen, MDM2 E3 ligase inhibitor project, cell-based, luminescence, 1536-well. E3 ubiquitin-protein ligase Mdm2 (Homo sapiens), Q00987. cell-based MDM2 ubiquitination luciferase reporter, 2 h; 0 = plate control, 100 = twice control, blank-subtracted. signal enhancement, % at 5 µM. hit rate 0.11% among 210,000. AID 1230, 2008;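 active = signal enhancement of 30% or more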;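 note: luminescence tracks abundance of the self-degrading MDM2-luciferase fusion protein; higher signal means inhibition of MDM2 E3 ligase activity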
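Assay system: mammalian cells stably expressing self-ubiquitinating, self-degrading MDM2 E3–luciferase fusion. Quantity: 2000 cells in each well. Medium: DMEM culture medium. Compound dosing: single-point 5 µM. Timing: cell settling 4 h, compound treatment 2 h, both 37 °C. Technique: luciferase luminescence. Read-out basis: percent signal gain over controls, blank-subtracted. Benchmarks: plate controls and plate blanks.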
Cl transport mod: KCC2 cotransporter modulators, thallium flux, primary screen, cell-based, HEK293 KCC2, FluoZin-2 fluorescence, MLSMR | hit rate 2.2% among 190,000 | KCC2 cells, thallium flux FluoZin-2 fluorescence | B-score of Tl+ flux slope (higher = more flux/activation; lower = inhibition) at 10 µM | Solute carrier family 12 member 5 (Homo sapiens), Q9H2X9;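 active = thallium flux slope and its plate-corrected score both differing from the plate sample mean at a set confidence after two filtering rounds, in either direction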;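 note: slope of fluorescence scaled to starting intensity during 10 to 20 s after thallium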
Calpain2 inh: inhibitors of pig calpain II, primary screen, biochemical, fluorogenic peptide substrate, 1536-well; purified calpain II, 30 min; inhibition, % at 16 µM; hit rate 0.37% among 220,000;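 active = inhibition above about 50%, limit read from the data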
TNF death inh: inhibitors of TNF-alpha triggered necroptosis, primary screen, cell-based, Jurkat FADD-/-, single concentration | activation (protection from cell death), % at 10 µM | Jurkat FADD-/- TNF necroptosis rescue, ATP luminescence, 24 h; 0 = TNF only, 100 = no-TNF cells | hit rate 0.068% among 220,000;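 active = activation, meaning protection from cell death, of at least 50% relative to plate controls; inactive = activation below 50%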;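 note: necroptosis triggered by 40 ng/mL TNF-alpha added together with compound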
Active calls of the source: *; x = no result given; [ ] = another dose, or the depositor's remark. An unsorted share of the library. About 3.6% of those tested had a hit in this group.

Every second line gives: EBV gp42 block, L929 necroptosis, Rad51 HR inh, eIF4E 4G PPI, PERK inhibitor, MDM2 E3 inh, Cl transport mod, Calpain2 inh, TNF death inh
1) O=C(NC1CC1)C1CCN(C2CCN(C(=O)CSc3ccccc3)CC2)CC1
 : 7, 2.2, -3, -6, 1.2, -8, -0.021, -17, 2.0
2) Cc1ccc(C)c(-n2c(CNC(=O)c3ccco3)nnc2SCC(=O)Nc2nccs2)c1
 : -12, 0.0, x, -12, -0.1, -12, 0.19, -7, -4.7
3) Cc1cc(CNC(=O)Cn2cc([N+](=O)[O-])cn2)c2ccccc2n1
 : 0, 0.4, 6, 0, 0.5, -3, 0.27, 20, 1.6
4) COc1ccc(S(=O)(=O)N(CCC(N)=O)Cc2ccco2)cc1OC
 : -13, -0.2, 19, 0, 1.4, -7, -0.038, 18, 1.2
5) COC(=O)c1sc2ncccc2c1OCc1ccc(Cl)cc1
 : 4, 0.1, -36, 6, 0.4, 1, 0.3, -4, -3.7
6) CCN(CC)S(=O)(=O)c1cccc(C(=O)Nc2ccccc2)c1
 : -5, 5.1, -1, 2, -0.5, 21, 0.18, -26, -1.3
7) Cn1c(SCC(=O)N2CCCCC2)nc2c([nH]c3ccccc32)c1=O
 : 5, 0.6, 10, -3, -0.3, -7, -1.1, -29, -3.2
8) CCOC(=O)C(C)Oc1cccc2c(=O)n(CC(=O)N3CCCc4ccccc43)ccc12 (configuration not stated)
 : -19, -0.2, 0, 1, 1.1, -15, -0.029, 0, 0.4
9) COc1ccccc1NC(=S)N1CCN(C(c2ccccc2)c2ccccc2)CC1
 : 6, 0.6, 15, -1, 0.3, -8, 0.11, -63, -0.4
10) Cc1ccc(-n2ncc3c(NCc4cccnc4)ncnc32)c(C)c1
 : 7, x, x, -1[fluorescence artefact?], -0.4, -1, 0.29, -12, -11
11) CN(CCOc1ccccc1)CC(=O)Nc1cccc(Br)c1
 : 1, 20, -151, 5, 0.0, -9, x, 20, 0.3
12) Fc1ccccc1N=C1Nc2cccc3cccc1c23
 : 7, 0.6, 2, -1, 0.1, -9, -0.45, 5, -6.8
13) COc1ccccc1N(C)S(=O)(=O)c1ccc(C(=O)OCC(=O)Nc2ccccc2F)cc1
 : -1, 1.9, -11, 0, 2.0, -11, -1.7, 33, 1.0
14) O=C(/C=C/c1cccs1)NC(=S)NNC(=O)Cc1cccs1
 : -14, 0.8, 2, 1, 1.0, -1, 1.8, -19, -2.5
15) CCc1ccc(Sc2cc(C(=O)NCCN3CCOCC3)c3ccccc3n2)cc1
 : -11, 2.2, -8, 4[fluorescence artefact?], -0.9, -26, 0.16, -9, 5.8
16) CNc1nc(Oc2ccc(=O)n(C)n2)nc(N2CCOCC2)n1
 : -4, -0.1, -7, 1, 2.5, -15, 0.72, -10, -2.1
17) CCn1c(=Nc2ccc(N3CCOCC3)cc2)ccc2ccccc21
 : -17, 0.3, 8, -1, 0.5, 0, 0.31, 19, 0.5
18) O=C(Nc1nc2c(s1)CCCC2)c1cc(-c2ccncc2)nc2ccccc12
 : -29, 2.6, 0, -6, -1.3, -9, 0.27, -25, 2.3
19) O=C(CCSc1nnc(-c2ccco2)o1)N1CCOCC1
 : -11, 1.2, 4, -2, 0.0, -2, 0.95, 1, 0.3
20) O=C(NC(=S)Nc1ccc(N2CCCCC2)c(Cl)c1)c1cccs1
 : x, 0.8, 5, x, 0.3, x, 32*, x, -0.7
21) CCCCN(Cc1cc2cc(C)ccc2[nH]c1=O)C(=O)c1ccccn1
 : -7, -1.3, x, -5, -0.4, -14, -0.6, -22, -0.1
22) COCC(=O)Nc1nc(-c2ccc(C)cc2)c(C)s1
 : 0, 1.5, -5, 2, 0.1, 3, 1.2, -9, -2.1
23) Cc1cccc(NC(=O)CN2CCC(NC(=O)C3CCCCC3)CC2)c1C
 : -5, 1.4, 2, 4, 0.7, -7, -0.00027, -6, 2.6
24) CN(CC(=O)Nc1ccccc1Cl)CC(=O)Nc1c(F)cccc1F
 : -11, -0.1, x, 2, 0.1, -5, 0.046, -2, 1.9
25) Cc1ccc(N2CCN(C(=O)c3ccccc3NC(=O)C3CCCCC3C(=O)O)CC2)cc1 (configuration not stated)
 : 2, x, 12, 0, -0.2, -6, 0.77, 2, 1.5
26) O=C(c1ccc(S(=O)(=O)NCC2CCCO2)cc1)N1CCN(c2ccccc2)CC1 (configuration not stated)
 : -13, 1.9, 9, 0, 0.1, 2, 0.93, -4, 0.8
27) CCOC(=O)N1CCC(N2CC34C=CC(O3)C(C(=O)Nc3ccc(C)cc3)C4C2=O)CC1 (configuration not stated)
 : -15, 0.5, 5, 0, 0.3, -9, 0.87, 5, -0.1
28) CCOC(=O)c1sc2nc3n(c(=O)c2c1C)CCCCC3
 : 2, 0.6, x, 0, -0.2, -2, x, 11, 0.5
29) O=C(NCCc1cccs1)c1cccs1
 : 17, -0.7, 0, -5, 0.2, -90, 0.9, 7, 0.7
30) Cc1nc(CSc2nnc3scc(-c4ccc(Cl)cc4)n23)cs1
 : -1, -0.4, 6, x, -0.6, -4, -1.9, 18, -1.9
31) COc1ccc(S(=O)(=O)N2CCc3ccccc32)cc1NC(C)=O
 : -2, -1.0, 3, 2, -0.1, -2, -0.19, 25, -0.1
32) CC1=CC(C2CC(=O)N(c3ccccc3C)C2=O)CC2C(=O)N(c3ccccc3C)C(=O)C12 (configuration not stated)
 : -28, 1.3, x, 6, -0.2, 9, -0.31, -10, 1.3
33) CCCOc1ccc(S(=O)(=O)n2cc(Br)c(=O)[nH]c2=O)cc1
 : -14, -0.3, -3, 1[fluorescence artefact?], -0.1, 1, -1.8, -11, -3.7
34) CCC1=C/C(=C/N(C)c2ccccc2)C(=O)S1
 : 8, 0.2, 1, -18, 0.8, 2, -0.85, -71, -5.1
35) Cc1cc(C)nc(SC(C)C(=O)Nc2ccc(S(N)(=O)=O)cc2)n1 (configuration not stated)
 : -8, -0.1, -1, 1, 0.6, 4, -0.53, 13, -1.1
36) CCCCOCCCNC(=O)CC(C)c1ccccc1 (configuration not stated)
 : 4, -0.3, -1, -2, -0.2, -1, -0.089, 12, 0.7
37) O=C(c1c[nH]c2ccccc12)N1CCN(c2ccccc2)CC1
 : -4, 3.1, -5, 0, 0.6, -4, -1.1, -1, -0.6
38) C=CCNC(=S)Nc1ccc(C(N)=O)cc1
 : -7, 9.6, 6, 0, -1.0, -4, x, 28, 0.3
39) Cc1nc(C)c(NC(=O)N2CCc3ccccc32)cc1NC(=O)N1CCc2ccccc21
 : -1, 0.0, 3, 1, -1.2, -88, 0.31, -57, -1.6
40) CCOc1ccc(NC(=S)c2ccncc2)cc1
 : -15, -1.9, -3, 11[fluorescence artefact?], 0.0, 5, -0.95, -6, -5.7
41) CN(C)/C=C(/C(=O)c1ccc(Cl)cc1)S(C)(=O)=O
 : 6, 0.3, -13, 1, 0.3, -6, 0.63, 18, 0.3
42) COc1cccc(C2NC(=S)NC3=C2CCc2ccccc23)c1 (configuration not stated)
 : -37, -0.6, 2, -3, 0.7, -5, 0.59, -8, -3.9
43) Cc1ccc2[nH]c(-c3cccc(F)c3)cc(=O)c2c1
 : -4, -1.2, -6, 4[fluorescence artefact?], 0.0, x, -0.049, -37, -16
44) COc1cccc(/C=c2\sc3nc(-c4cccs4)nn3c2=O)c1OC
 : -24, 1.9, x, 2, 0.7, -8, 1.8, -15, 0.3
45) O=c1nc(-c2ccccc2)nc(-c2ccccc2)[nH]1
 : -7, 0.5, 3, 5, -0.1, -12, 0.00021, -15, 0.3
46) Cc1nn(C)cc1C(=O)/C=C/c1ccc([N+](=O)[O-])cc1
 : -23, 2.0, 1, -1, 0.8, 6, 0.93, -12, -7.4
47) COc1cccc(C(=O)C2CCCN(Cc3cccc(-n4nc(C)cc4C)c3)C2)c1 (configuration not stated)
 : -1, 0.3, 6, 1, 0.0, -6, -2.6, 7, 0.9
48) COc1ccc(C(=O)N2CCN(C(=O)Cc3ccccc3)CC2)cc1OC
 : -14, 1.1, -8, 2, -0.8, -1, x, 5, 0.7
49) CCN(Cc1ccccc1)S(=O)(=O)c1cc(C(=O)NCC2CCCCC2)ccc1OC
 : -24, 1.6, -7, -4, -1.5, -7, 0.11, 32, 3.9
50) CC(C)n1nnnc1C(c1ccc(F)cc1)N1CCN(C2CCCC2)CC1 (configuration not stated)
 : -11, 0.2, 3, 4, 0.1, -3, -0.21, 9, 2.5
51) O=[N+]([O-])c1cccnc1Oc1ccc(F)cc1
 : 3, 0.4, 5, 2, 1.0, -4, -0.56, 4, 0.4
52) CCC1SC2=NCN(c3ccccc3)CN2C1=O (configuration not stated)
 : -26, 0.1, 3, 6, -0.8, -2, x, -9, 0.8
53) O=C(O)C1CSC(c2ccc3c(c2)OCO3)N1 (configuration not stated)
 : -4, 0.5, 9, 12, 1.6, x, x, 2, 2.1
54) Cc1cc(C)n(-c2nc3c(c(=O)[nH]c(=O)n3C)n2Cc2ccc(F)cc2)n1
 : -22, -0.1, 66*, -3, -0.5, -4, 1.1, -7, -1.2
55) COc1cccc(NC(=O)CN(C)CC(=O)Nc2ccccc2-c2ccccc2)c1
 : -16, -0.4, 0, -2, 0.2, -18, 0.63, -5, 3.4
56) CCOC(=O)c1sc(C)c2c1NC(c1ccc(N(C)C)cc1)NC2=O (configuration not stated)
 : -17, 1.0, -29, 6, 0.0, -27, 0.52, -36, 1.4

Screening results (PubChem BioAssay)
